Assay outcomes: PubChem BioAssay, several laboratories
Jurkat tox 60K – cytotoxicity toward Jurkat T cells, primary screen, cytotoxicity control, cell-based, Jurkat E6.1, 60K MLSMR library; Jurkat E6.1 viability, ATP luminescence, 48 h; inhibition, % at 4 µM; 1.2% of 56,000 active;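 active = inhibition above the mean inhibition of all tested compounds plus 3 SD, cut at about 28% in these data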
M1 agonist – M1 muscarinic receptor agonists, primary screen, CHO-M1 cells, Fluo-4 calcium, agonist mode; Fluo-4 calcium fluorescence; hits give high values; B-score at 10 µM; 3% of 64,000 active; AID 626, 2007;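 active = fluorescence rise, raw or as B-score row- and column-corrected plate score, outside the 99.7% band of its plate's samples, either direction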
HTR1E antagonist – 5-HT1E receptor antagonists, primary screen, cell-based, HTS | 5-hydroxytryptamine receptor 1E (Homo sapiens), P28566 | CHO 5-HT1E Ga15 NFAT-bla reporter, FRET, antagonist | inhibition, % at 6 µM | 0.99% of 65,000 active;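 active = inhibition above a set limit, the mean inhibition across every tested compound plus 3 SD, cut at about 29% in these data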;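 note: signal is the 460 over 535 nm emission ratio of beta-lactamase substrate; 0% = agonist plus DMSO wells and 100% = wells without agonist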
Target sequence (P28566 whole entry, looked up): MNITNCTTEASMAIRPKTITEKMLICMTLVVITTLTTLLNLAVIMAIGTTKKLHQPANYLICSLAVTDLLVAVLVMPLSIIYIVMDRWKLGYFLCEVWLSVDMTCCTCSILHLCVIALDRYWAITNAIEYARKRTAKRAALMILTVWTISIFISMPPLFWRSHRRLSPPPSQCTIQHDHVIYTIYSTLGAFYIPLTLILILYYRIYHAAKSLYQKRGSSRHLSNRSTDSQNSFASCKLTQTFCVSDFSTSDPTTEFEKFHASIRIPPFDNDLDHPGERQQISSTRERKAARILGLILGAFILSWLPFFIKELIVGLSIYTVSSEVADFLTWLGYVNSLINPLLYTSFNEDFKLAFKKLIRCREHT
S1P1 ag-PAM – S1P1 agonists and agonism potentiators, primary screen, cell-based, primary and confirmation screens, CRE-bla reporter; Sphingosine 1-phosphate receptor 1 (Homo sapiens), P21453; S1P1 CRE-bla cells, forskolin, beta-lactamase FRET, potentiator mode; S1P1 agonist co-added at EC20, 2 nM; 100% = saturating reference agonist, 0% = basal; activation, % at 9.5 µM; 0.57% of 56,000 active; AID 449, 2006;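 active = activation above a cutoff set at the mean activation of all tested compounds plus 3 SD, cut at about 54% in these data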;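 note: forskolin at 4 µM as EC80 and the EC20 agonist is SEW2871; 100% = SEW2871 at its EC100 plus forskolin at EC80; some compounds past the cut are filed as inactive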
5HT1a ag – human 5-HT1a receptor agonists, primary screen, cell-based, CHO, Ga15 NFAT-bla reporter | activation, % at 10 µM | AID 567, 2006 | 0.56% of 65,000 active | CHO 5-HT1a Ga15 NFAT-bla reporter, FRET ratio; 0% basal, 100% maximal reference agonist;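 active = activation above the screen-wide mean activation plus 3 SD, cut at about 19% in these data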;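 note: 0% = DMSO wells and 100% = 5-CT at EC100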
M1 antagonist – antagonists of rat M1 muscarinic receptor; B-score at 10 µM; 3.4% of 64,000 active; Muscarinic acetylcholine receptor M1 (Rattus norvegicus), P08482; AID 628, 2007; CHO-M1 cells, Fluo-4 calcium, ACh EC80 antagonist mode; hits give low values;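 active = calcium fluorescence response, raw or row-and-column corrected B-score, differing from the plate sample mean either way at a set confidence level, mostly lower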
Target sequence (P08482 whole entry, looked up): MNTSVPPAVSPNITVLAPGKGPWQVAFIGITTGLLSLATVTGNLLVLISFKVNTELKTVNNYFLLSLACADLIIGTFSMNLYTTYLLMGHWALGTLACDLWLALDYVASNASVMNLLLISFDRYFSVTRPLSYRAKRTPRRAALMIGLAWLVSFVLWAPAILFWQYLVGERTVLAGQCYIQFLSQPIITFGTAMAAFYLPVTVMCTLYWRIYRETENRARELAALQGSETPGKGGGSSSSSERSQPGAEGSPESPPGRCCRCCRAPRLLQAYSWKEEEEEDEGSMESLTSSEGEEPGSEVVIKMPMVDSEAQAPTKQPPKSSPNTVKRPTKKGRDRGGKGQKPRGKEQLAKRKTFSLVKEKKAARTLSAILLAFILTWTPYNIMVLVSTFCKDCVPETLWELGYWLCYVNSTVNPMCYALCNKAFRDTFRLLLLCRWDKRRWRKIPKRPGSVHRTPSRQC
5HT1a antag – human 5-HT1a receptor antagonists, primary screen, cell-based, CHO, Ga15 NFAT-bla reporter; 0.68% of 62,000 active; CHO 5-HT1a Ga15 NFAT-bla reporter, antagonist mode; inhibition, % at 10 µM; 5-hydroxytryptamine receptor 1A (Homo sapiens), P08908;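 active = inhibition above the mean of all tested compounds plus 3 SD, cut at about 43% in these data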;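 note: receptor stimulated by 5-CT agonist at 100 nM near EC80; beta-lactamase reporter measured by ratiometric fluorescence of a cleavable substrate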
S1P3 agonist – human S1P3 receptor agonists, primary screen, cell-based, primary and confirmation, NFAT-BLA reporter; Sphingosine 1-phosphate receptor 3 (Homo sapiens), Q99500; S1P3 NFAT-BLA reporter cells, agonism, FRET ratio; relative to 1 µM S1P, basal subtracted; activation, % at 4.5 µM; 0.1% of 60,000 active;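 active = activation above the screen-wide mean plus 3 SD, cut at about 4.5% in these data, passing the limit was not always enough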; note: some compounds called inactive have numbers as strong as hits
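material = human S1P3 NFAT-BLA reporter CHO cells | schedule = 4 h compound at 37 °C, 2 h substrate at RT | measured by = fluorescent BLA substrate, ex 405 nm, em 460/535 nm ratio | controls = 1 µM S1P reference | replication = primary once, confirmation triplicate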
5HT1E ag – 5-HT1E receptor agonists, primary screen, cell-based, HTS; 5-hydroxytryptamine receptor 1E (Homo sapiens), P28566; CHO 5-HT1E Ga15 NFAT-bla reporter, FRET; 0% DMSO wells, 100% control agonist wells; activation, % at 6 µM; 0.69% of 65,000 active; AID 574, 2007;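 active = activation above a set limit, the screen-wide mean activation plus 3 SD, cut at about 8.5% in these data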;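 note: 100% = positive control agonist at 1 µM giving full maximal response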
* hit, by the source's call; nt = not tested or not shown.

SMILES	Jurkat tox 60K	M1 agonist	HTR1E antagonist	S1P1 ag-PAM	5HT1a ag	M1 antagonist	5HT1a antag	S1P3 agonist	5HT1E ag
c1ccc(-n2c(Cc3cn4ccsc4n3)nnc2N2CCOCC2)cc1	-7	-1	-4	-4	-1.5	-0.69	-7	0.7	0.1
O=C(CNS(=O)(=O)c1ccc(Br)s1)Nc1ccc2c(c1)OCCO2	-2	0.29	-1	-24	-1.9	-0.011	-6	0.1	-0.1
Cc1nc2[nH]c(=O)c3c(n2n1)NC1=C(C(=O)CC(C)(C)C1)C3c1ccc(F)cc1 (configuration not stated)	-7	3.8*	3	-16	-2.3	0.0033	0	-0.5	0.1
Cc1cccc(NC(=O)c2cccs2)n1	nt	-1.1	-2	nt	0.7	-0.0061	-9	nt	-1.6
O=C(NC(Cc1ccccc1)c1nc2ccccc2[nH]1)C1CC(=O)N(c2ccc3c(c2)OCCO3)C1 (configuration not stated)	0	0.48	-4	0	-0.7	0.37	-4	0.2	0.3
CCOCCCNCC(=O)Nc1ccccc1N1CCOCC1	4	nt	-10	-8	-0.1	nt	-2	-0.4	0.9
COc1ccc(-c2nc(C#N)c(N3CCN(c4ccccc4)CC3)o2)cc1	-2	0.72	10	12	-1.2	0.47	21	-0.3	-0.6
Cc1c(C(=O)Nc2nnc(C(F)(F)F)s2)oc2ccccc12	1	-2	-8	8	-0.4	-0.33	-3	-1.3	0.1
Cn1cc(C(=O)c2ccc(Cl)cc2)cc1-c1nc2ccccc2n1C	42*	0.16	12	46	-0.7	-0.11	15	-0.1	-1.6
COc1cc(CNc2ccccc2SC)ccc1O	-1	0.71	12	13	-2.2	-0.064	18	0.0	0.0
CCOC(=O)c1ccc(NC(=O)CSCc2ccco2)cc1	1	-0.31	6	-18	-2.6	0.58	14	-1.0	0.4
COc1cccc(CNC(=O)C2CCN(Cc3cnn(-c4ccccc4)c3-n3cccc3)CC2)c1	nt	0	-9	nt	-0.2	0.22	-2	nt	0.5
O=C(NCc1cccnc1)c1cn(CCc2ccccc2)nn1	-1	-0.36	-12	-13	-2.1	-0.68	-16	-0.8	-0.2
Cc1noc(C)c1COC(=O)c1cccc(S(=O)(=O)N2c3ccccc3CC2C)c1 (configuration not stated)	0	-0.1	4	-2	2.7	0.28	-1	1.2	0.0
O=c1[nH]c(CSc2nc3ccccc3o2)nc2c1cnn2-c1ccccc1	nt	0.039	0	nt	-6.3	0.031	-9	nt	0.7

Full records, looked up by structure:
Results for COc1cc(CNc2ccccc2SC)ccc1O → Jurkat tox 60K = -1; M1 agonist = 0.71; HTR1E antagonist = 12; S1P1 ag-PAM = 13; 5HT1a ag = -2.2; M1 antagonist = -0.064; 5HT1a antag = 18; S1P3 agonist = 0.0; 5HT1E ag = 0.0
Results for Cc1c(C(=O)Nc2nnc(C(F)(F)F)s2)oc2ccccc12 → Jurkat tox 60K = 1; M1 agonist = -2; HTR1E antagonist = -8; S1P1 ag-PAM = 8; 5HT1a ag = -0.4; M1 antagonist = -0.33; 5HT1a antag = -3; S1P3 agonist = -1.3; 5HT1E ag = 0.1
Results for c1ccc(-n2c(Cc3cn4ccsc4n3)nnc2N2CCOCC2)cc1 → Jurkat tox 60K = -7; M1 agonist = -1; HTR1E antagonist = -4; S1P1 ag-PAM = -4; 5HT1a ag = -1.5; M1 antagonist = -0.69; 5HT1a antag = -7; S1P3 agonist = 0.7; 5HT1E ag = 0.1

Later entries
SMILES	Jurkat tox 60K	M1 agonist	HTR1E antagonist	S1P1 ag-PAM	5HT1a ag	M1 antagonist	5HT1a antag	S1P3 agonist	5HT1E ag
COc1ccc(CCn2nnnc2C(c2ccccc2)N2CCN(C)CC2)cc1OC (configuration not stated)	10	0.14	2	-16	-1.1	-0.87	2	0.1	0.6
CSc1nnc(-c2ccco2)c(-c2ccco2)n1	0	1	1	4	-2.8	0.85	1	-1.0	1.5
CCOC(=O)N1CCN(C(=O)CS(=O)(=O)c2cn(Cc3cccc(F)c3)c3ccccc23)CC1	nt	0	4	nt	-0.3	0.19	0	nt	0.3
Cc1c(C(=O)Nc2cccc3cccnc23)oc2ccccc12	-2	0.051	-5	-10	-0.7	-0.11	10	0.3	-0.7
CCn1cc2c(c1-c1cccc(C)c1)c(=O)n(C)c(=O)n2C	3	0.33	4	-2	-2.4	-0.32	1	-0.4	0.1
Cc1nonc1NC(=O)CSc1nc(C2CCCCC2)nc2ccccc12	-1	-0.12	-1	8	1.0	-0.17	28	-0.7	-0.6
CSC1=C(C#N)C(c2ccc(C)s2)CC(=O)N1 (configuration not stated)	nt	0.13	-11	13	-0.6	0.29	nt	-3.1	-0.7
CCOC(=O)N1CCN(C(=O)Cn2ncc3c2-c2ccccc2OC3)CC1	-1	-0.79	-13	-8	-1.3	-0.48	-2	-0.7	1.6
Cc1nc2c([nH]1)C1(CCN(Cc3ccccc3)CC1)C(C#N)=C(N)O2	-7	-1.5	2	3	3.2	0.48	3	1.4	0.1
Cc1c(C)[n+](=O)c(-c2ccc(F)cc2)c(C)n1[O-]	nt	-0.097	3	nt	-0.5	-0.45	-13	nt	-0.7
N#Cc1nc(-c2ccc(OCc3ccc(Cl)cc3)cc2)oc1N1CCOCC1	-2	-0.47	5	-18	-5.7	0.69	-2	-1.3	-1.0
CC(=O)Nc1ccc(S(=O)(=O)NCCSc2ccccn2)cc1	2	-0.24	-9	nt	-1.1	0.24	-1	-0.9	0.8
CC1CN(C(=O)N(C)C)CCN1C(=O)N(C)C (configuration not stated)	-1	0.14	3	-9	-4.6	-0.11	4	-2.1	0.1
Cn1c(SCC(=O)NC2CC2)nnc1C(F)(F)F	-1	0.17	-5	-14	-0.9	0.026	13	-0.2	0.1
CCCC(=O)Nc1nnc(COC)s1	-8	-0.22	-3	-6	0.9	0.094	-4	-0.1	0.5
O=C(Nc1nc2n(n1)C(c1ccc(Cl)cc1)CC(c1ccc(Cl)cc1)N2)c1ccco1 (configuration not stated)	-11	-0.32	-19	-7	2.5	0.15	14	-0.5	1.6
NC(=O)CSc1nnc(COc2ccccc2)n1CCc1ccccc1	4	-0.12	12	8	-4.9	-0.99	-1	-1.1	-0.4
COc1cc(NC(=O)c2ccc3c(c2)OCO3)c2ncccc2c1	-3	0.47	-1	nt	1.3	-0.52	21	-0.5	1.9
COc1cccc(-c2nc(NC(C)(C)C)c3ccccc3n2)c1O	nt	-0.35	-27	-14	1.1	0.43	nt	-1.9	0.9
COc1cccc(NS(=O)(=O)c2ccc(OC)c(OC)c2)c1	5	0.43	-11	nt	2.0	-0.2	4	-0.3	0.4
COC(=O)CSc1nc(C2CC2)nc2ccccc12	-5	-0.0027	-10	-4	0.1	0.12	2	-0.3	-1.0
Cc1ccc2c(c1)nnn2C1CCN(S(C)(=O)=O)CC1	-5	0.13	3	19	-0.3	-0.33	-13	-0.5	-0.5
CCOc1ccc(NC(=O)Cn2nnc(-c3ccccc3F)n2)cc1	2	-0.5	-2	-14	-3.4	0.0066	-2	-0.6	0.4
CS(=O)(=O)NCc1ccc(C(=O)NCCOc2ccccc2)cc1	0	-0.82	3	nt	-0.4	0.45	4	-0.2	-1.3
COc1cc(C)c(C#N)c(OC)n1	4	0.75	0	6	-3.7	-0.69	-4	-0.3	0.2
CC1CCN(c2nc3c(c(=O)[nH]c(=O)n3C)n2Cc2ccccc2Cl)CC1	-6	1.3	-8	-25	3.1	-0.83	-21	1.5	1.2
Cc1ccc(C(=O)Oc2ccc3c(c2)ncn3C)cc1	0	-0.0052	-1	5	0.6	0.58	-9	-1.2	0.0
CC(=O)Nc1c2c(nn1-c1ccc(C)cc1C)CSC2	-8	-0.31	-9	-19	-2.7	-1.9*	4	-0.1	0.3
CN(C)/C=N/c1sccc1C(N)=O	-6	-0.29	-7	8	-1.9	0.82	-7	0.0	0.6
Nc1cc(-c2ccc(Br)cc2)nn1S(=O)(=O)c1ccccc1	7	0.81	-4	14	-2.3	0.26	14	-1.0	-0.7

Marked active in M1 agonist, among the entries above:
canonical_smiles,M1 agonist,HTR1E antagonist,S1P1 ag-PAM,5HT1a ag,M1 antagonist,5HT1a antag,S1P3 agonist,5HT1E ag
Cc1nc2[nH]c(=O)c3c(n2n1)NC1=C(C(=O)CC(C)(C)C1)C3c1ccc(F)cc1 (configuration not stated),3.8*,3,-16,-2.3,0.0033,0,-0.5,0.1

Returning to the listing, starting two compounds before the break.
SMILES	Jurkat tox 60K	M1 agonist	HTR1E antagonist	S1P1 ag-PAM	5HT1a ag	M1 antagonist	5HT1a antag	S1P3 agonist	5HT1E ag
CN(C)/C=N/c1sccc1C(N)=O	-6	-0.29	-7	8	-1.9	0.82	-7	0.0	0.6
Nc1cc(-c2ccc(Br)cc2)nn1S(=O)(=O)c1ccccc1	7	0.81	-4	14	-2.3	0.26	14	-1.0	-0.7
CCC(=O)N1C(C(=O)N2CCCC2)CSC1c1ccc(OC)cc1 (configuration not stated)	-2	-3	1	8	0.1	0.15	22	-0.3	1.0
COc1cccc(C2N(c3ccc(Cl)c(Cl)c3)C(=O)C3CCCN32)c1OC (configuration not stated)	-5	0.75	0	-7	2.2	-0.085	-5	-0.2	0.1
COc1cc(SC)ccc1C(=O)Nc1ccc2c(c1)OCCO2	-9	1.5	-4	nt	0.5	-0.81	26	-0.9	0.1
Cc1oc(-c2ccc(Cl)cc2)nc1CS(=O)CC(=O)NCCCN(C)C1CCCCC1 (configuration not stated)	6	1.2	-8	16	-2.0	-0.13	13	-1.0	-0.7
CC(=O)NCc1cccc(CNC(C)=O)n1	10	-0.098	2	7	-0.6	-0.14	-1	-1.2	0.1
CN(C)C(=O)CCc1nc(-c2ccc(C(C)(C)C)cc2)no1	4	-2	-9	-3	-2.6	-0.62	-25	-0.6	0.7
CN(C)CCCOC(=O)c1ccc(Cl)cc1Cl	nt	-0.59	4	23	3.1	-0.98	nt	-4.0	0.0
N#Cc1cc2c(=O)n3ccccc3nc2n(CCCN2CCOCC2)c1=O	-1	nt	-34	-36	15	nt	-24	4.4	4.9
Cc1ccnc(NS(=O)(=O)c2cccs2)c1	-2	-0.43	10	-12	-3.1	0.43	10	-1.7	0.1
O=C(Cc1ccccc1)n1nc(-c2ccccc2)nc1NCc1ccco1	1	-3.2	-13	8	-0.8	0.58	19	-0.8	-0.7
CCCCCCOc1ccc(C(CC(=O)O)C(N)=O)cc1 (configuration not stated)	-6	1.2	-5	-7	-2.4	0.011	1	-0.5	-0.4
Cc1ccc(S(=O)(=O)NC2=NCN(CCN3CCOCC3)CN2)cc1	-2	0.014	-9	-20	-0.7	0.2	-9	-0.6	1.4
COc1cccc(NC(=O)C2C3C=CC4(O3)C2C(=O)N(C2CC2)C4C(=O)NC2CCCCC2C)c1 (configuration not stated)	-3	0.057	-6	-3	0.1	-2	-9	1.2	-0.4
Cc1cc(C)nc(NC2=NCCN2C(=O)Nc2ccc(Cl)c(Cl)c2)n1	6	-0.73	18	18	-0.2	-4.1*	14	-0.2	-1.4
